# GLA spleen mod: qHTS Assay for Inhibitors and Activators of Human alpha-Galactosidase From Spleen Homogenate | 240,000 tested, 0.008% active | Alpha-galactosidase A (Homo sapiens), P06280 | Potency, µM (series often up to 80 µM), without a hit: at the highest dose activity change, negative = inhibition, hits mostly inhibitors | human spleen homogenate, 4MU-alpha-Gal fluorescence, 40 min | AID 2107, 2009;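 also: 0% = enzyme with vehicle and -100% = no enzyme basal signal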
#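 Human spleen homogenate (1 ug) as enzyme source, 4-methylumbelliferyl-alpha-D-galactopyranoside 1 mM final, citrate/phosphate pH 5.0 with 0.01% Tween-20. Compounds 40 min at 37C, NaOH/glycine stop; fluorescence Ex 365/Em 440, Hill-fit AC50.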
# GAA inhib: qHTS Assay for Inhibitors of Human alpha-Glucosidase as a Potential Chaperone Treatment of Pompe Disease | purified human GAA, 4-MU-alpha-glucoside fluorescence | Potency, µM (top dose mostly 76.9 µM), without a hit: at the top dose activity change, negative = inhibition, hits mostly inhibitors | 200,000 tested, 0.005% active;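 also: plate controls were uninhibited enzyme wells for no effect and no-enzyme background for full effect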
#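 Activity normalized between no-enzyme (basal) and enzyme-only wells. Conditions: 4 nM human enzyme, 400 uM fluorogenic substrate, citrate/phosphate pH 5.0 with Tween-20, 20 min room temperature, compounds up to 77 uM.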
# NPSR antag: qHTS Assay for Antagonists of the Neuropeptide S Receptor: cAMP Signal Transduction; Q6W5P4; CHO-NPSR cells, cAMP TR-FRET, antagonist mode; Potency, µM (series often up to 38.3 µM), for inactives: top-dose activity change, negative = inhibition, hits mostly inhibitors; 220,000 tested, 1% active; AID 1461, 2008; also: % is scaled to controls: 0 for no effect and ±100 for the full control effect; nearly all actives have a fitted effect of over 50% in size; many of its hits are not listed in these tables
# Target sequence (Q6W5P4 whole entry, looked up): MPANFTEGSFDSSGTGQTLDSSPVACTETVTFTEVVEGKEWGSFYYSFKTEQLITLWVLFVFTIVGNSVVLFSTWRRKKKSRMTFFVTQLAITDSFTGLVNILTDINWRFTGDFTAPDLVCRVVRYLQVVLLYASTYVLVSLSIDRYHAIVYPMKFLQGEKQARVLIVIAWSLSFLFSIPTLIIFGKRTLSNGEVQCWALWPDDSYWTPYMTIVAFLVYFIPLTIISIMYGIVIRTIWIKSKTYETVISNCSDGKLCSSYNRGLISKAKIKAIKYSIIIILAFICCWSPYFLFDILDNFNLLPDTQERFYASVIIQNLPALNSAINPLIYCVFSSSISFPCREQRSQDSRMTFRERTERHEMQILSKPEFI
# Tau fluor counter: Counterscreen qHTS for Inhibitors of Tau Fibril Formation, Fluorescence Polarization | AID 1463, 2008 | Potency, µM (top dose mostly 57.7 µM), for inactives: at the top dose activity change, negative = decrease | 280,000 tested, 0.93% active | tau K18 P301L (four-repeat tau fragment) Alexa594 fluorescence, heparin fibrillization; also: % is scaled to controls: 0 for no effect and ±100 for the full control effect; nearly all actives have a fitted effect of over 55% in size
#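 Human K18 P301L tau (15 uM unlabeled plus 0.24 uM Alexa 594-labeled, final) in 100 mM sodium acetate pH 7 was mixed with compound and 20 uM heparin and incubated 6 hr at 37 C.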
# GAA glycogen mod: qHTS Assay for Inhibitors and Activators of Human alpha-Glucosidase Cleavage of Glycogen | Lysosomal alpha-glucosidase (Homo sapiens), P10253 | recombinant GAA, glycogen substrate, Amplex Red glucose oxidase fluorescence | Potency, µM (titrated, usually from 76.4 µM), inactives show at the highest dose activity change, negative = inhibition, actives largely listed as inhibitors | 300,000 tested, 0.38% active | AID 2100, 2009;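 also: 0% = full enzyme reaction and -100% = no-enzyme basal signal; the screen sought inhibitors and activators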
#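 Recombinant human alpha-glucosidase (4 nM final) hydrolysed bovine liver glycogen (30 ug) for 40 min at 37 C in pH 5.0 citrate/phosphate with 0.01% Tween-20. Released glucose detected by glucose oxidase/Amplex Red, Ex 573/Em 610 nm. Compounds up to 77 uM; AC50 from Hill fits.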
# aGlu spleen mod: qHTS Assay for Inhibitors and Activators of Human alpha-Glucosidase From Spleen Homogenate. Lysosomal alpha-glucosidase (Homo sapiens), P10253. human spleen homogenate, 4-MU-alpha-glucoside fluorescence. Potency, µM (top dose mostly 79.9 µM), for the others: top-dose activity change, negative = inhibition, hits mostly inhibitors. 240,000 tested, 0.006% active. AID 2112, 2009;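 also: 0% = enzyme with vehicle and -100% = no enzyme basal signal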
#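 AC50 values come from Hill-equation fits of concentration-response data, normalized to no-enzyme and full-activity controls. Enzyme source: 1 ug human spleen homogenate; 1 mM fluorogenic 4-MU glucoside, pH 5.0 citrate buffer, 37 C, 40 min.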
# ALDH1A1 inh: qHTS Assay for Inhibitors of Aldehyde Dehydrogenase 1 (ALDH1A1); Purified ALDH1A1, NADH fluorescence, propionaldehyde substrate; Aldehyde dehydrogenase 1A1 (Homo sapiens), P00352; AID 1030, 2008; Potency, µM (doses to about 75.3 µM), for the others: top-dose activity, negative = inhibition, most hits filed as inhibitors; 220,000 tested, 7.3% active; active = well fitted inhibition curve with a large enough effect, not every such curve was filed as active; inconclusive = small, poorly fitted or top-dose-only effect, or another doubt; inactive = no such curve, though single readings can be large or run the other way;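 also: plate controls were no enzyme wells and a reference inhibitor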
# Target sequence (P00352 whole entry, looked up): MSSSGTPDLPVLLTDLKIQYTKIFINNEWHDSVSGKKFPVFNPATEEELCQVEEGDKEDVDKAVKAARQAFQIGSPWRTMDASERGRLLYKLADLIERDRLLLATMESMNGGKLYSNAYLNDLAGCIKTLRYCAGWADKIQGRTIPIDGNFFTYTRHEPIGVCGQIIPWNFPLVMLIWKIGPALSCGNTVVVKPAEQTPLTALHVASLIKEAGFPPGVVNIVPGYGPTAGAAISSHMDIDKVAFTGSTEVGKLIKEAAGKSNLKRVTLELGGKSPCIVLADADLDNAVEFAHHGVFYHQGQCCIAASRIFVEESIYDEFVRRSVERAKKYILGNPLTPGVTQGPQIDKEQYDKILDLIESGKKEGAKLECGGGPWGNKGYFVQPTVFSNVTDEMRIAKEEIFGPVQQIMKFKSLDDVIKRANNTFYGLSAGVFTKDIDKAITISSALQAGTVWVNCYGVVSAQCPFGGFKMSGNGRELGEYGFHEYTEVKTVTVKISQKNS
# Epigenetic derep: Quantitative High-Throughput Screen for Regulators of Epigenetic Control; murine LDR cells, GFP reporter derepression, 30 h; Potency, µM (doses to about 53.9 µM), for the others: top-dose GFP activation, actives largely listed as activators; 280,000 tested, 0.2% active; also: % of control where 0% means no effect; nearly all actives have a fitted effect of over 60% in size
#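 Murine LDR cells bearing a silenced CMV-driven GFP reporter were exposed to compound for 30 h at 37 C. After PBS washes, GFP-positive cells (20-120 um objects) counted by laser-scanning microplate cytometry.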
# * = called active by the depositor; ? = inconclusive; . = no result given; & = joins results of further samples; [ ] = another dose, or the depositor's remark. Unless noted, calls follow the shape of the dose curve; as a rule, active = well fitted curve in the direction sought with a large enough effect; inconclusive = small, poorly fitted or top-dose-only effect, or another doubt; inactive = no such curve, though single readings can be large; an effect the other way counts as inactive or inconclusive. Potency is read from the fitted curve at half-maximal effect. The list is partial, so the mix of outcomes need not match the whole.
# Sample of the layout (two entries):
SMILES,GLA spleen mod,GAA inhib,NPSR antag,Tau fluor counter,GAA glycogen mod,aGlu spleen mod,ALDH1A1 inh,Epigenetic derep
CCc1ccccc1-n1c(SCC(=O)NC)nnc1-c1cccnc1,5.3%,0.3%,0.7%[46.1 µM],10.6%,27.4%,-6.3%,8.1%,-8.1%
O=C(C1CCN(S(=O)(=O)c2cccs2)CC1)N1CCCCCC1,1.2%,-5.5%,-3.3%[46.1 µM],-9.0%,7.4%,-4.0%,-10.1%,-0.3%

# The whole of this part, from the start:
SMILES,GLA spleen mod,GAA inhib,NPSR antag,Tau fluor counter,GAA glycogen mod,aGlu spleen mod,ALDH1A1 inh,Epigenetic derep
CCc1ccccc1-n1c(SCC(=O)NC)nnc1-c1cccnc1,5.3%,0.3%,0.7%[46.1 µM],10.6%,27.4%,-6.3%,8.1%,-8.1%
O=C(C1CCN(S(=O)(=O)c2cccs2)CC1)N1CCCCCC1,1.2%,-5.5%,-3.3%[46.1 µM],-9.0%,7.4%,-4.0%,-10.1%,-0.3%
COc1ccc(OCC(=O)N2CCN(c3cccc(Cl)c3)CC2)cc1,3.1%,-2.3%,-12.8%[46.1 µM],-11.3%,-9.5%,-4.4%,5.8%,0.6%
Cc1nc2ccccn2c1C(=O)NN=C1C2CC3CC(C2)CC1C3,-3.4%,-5.3%,12.9%,-3.4%,-0.4%,-2.4%,?,-1.9%
Cc1ccc(S(=O)(=O)Nc2nsc(N)n2)cc1,-23.4%,-4.3%,8.0%[46.1 µM],-22.8%,4.1%,6.5%,-9.9%,12.3%
COCc1cc(C)nc(OCC(=O)N/N=C/c2ccccc2O)c1C#N,-16.8%,2.6%,4.4%,3.2%,13.4%,-4.1%,2.5%,-4.0%
CC1(C)CC(=O)C(C2c3ccccc3Oc3ccccc32)C(=O)C1,-11.4%,3.1%,9.1%,-0.8%,-10.5%,-5.4%,1.9%,-3.2%
Cc1cc(C)c[n+](C[n+]2cc(C)cc(C)c2)c1,3.2%,7.5%,-15.9%,-2.9%,-9.0%,-3.7%,-0.2%,0.4%
CCC/C(O)=C1\C(=O)CC(C)(C)CC1=Nc1ccc(OC)cc1OC,3.3%,4.8%,-9.0%[46.1 µM],-6.6%,5.4%,1.3%,-28.5%,-0.2%
COC(=O)CSc1nnc(C)c(=O)[nH]1,1.7%,-6.3%,-3.6%[46.1 µM],4.6%,1.3%,-1.3%,5.8%,-1.0%
O=C(O)CSc1ccc2ccccc2n1,3.2%,4.7%,20.7%[46.1 µM],2.5%,2.0%,-11.0%,-58.0%,-0.9%
CN(C)c1ccc(/C=C2\CCCCC2=O)cc1,2.2%,-5.2%,13.7%,?,4.6%,-1.5%,-9.6%,-1.0%

# Single records, as listed above:
# `CCC/C(O)=C1\C(=O)CC(C)(C)CC1=Nc1ccc(OC)cc1OC` is entered as GLA spleen mod: 3.3%; GAA inhib: 4.8%; NPSR antag: -9.0%[46.1 µM]; Tau fluor counter: -6.6%; GAA glycogen mod: 5.4%; aGlu spleen mod: 1.3%; ALDH1A1 inh: -28.5%; Epigenetic derep: -0.2%
# `CC1(C)CC(=O)C(C2c3ccccc3Oc3ccccc32)C(=O)C1` is entered as GLA spleen mod: -11.4%; GAA inhib: 3.1%; NPSR antag: 9.1%; Tau fluor counter: -0.8%; GAA glycogen mod: -10.5%; aGlu spleen mod: -5.4%; ALDH1A1 inh: 1.9%; Epigenetic derep: -3.2%
# `Cc1nc2ccccn2c1C(=O)NN=C1C2CC3CC(C2)CC1C3` is entered as GLA spleen mod: -3.4%; GAA inhib: -5.3%; NPSR antag: 12.9%; Tau fluor counter: -3.4%; GAA glycogen mod: -0.4%; aGlu spleen mod: -2.4%; ALDH1A1 inh: ?; Epigenetic derep: -1.9%

# Later entries.
SMILES,GLA spleen mod,GAA inhib,NPSR antag,Tau fluor counter,GAA glycogen mod,aGlu spleen mod,ALDH1A1 inh,Epigenetic derep
Nc1c(C(=O)N2CCOCC2)sc(=S)n1-c1ccccc1,2.2%,-4.9%,-14.2%[46.1 µM],5.5%,-6.5%,-6.4%,8.91µM*,-3.2%
COC(=O)c1n[nH]n(-c2cc(Cl)cc(Cl)c2)c1=O,-3.3%,-0.6%,-28.8%,-5.8%,5.3%,2.0%,10µM*,5.4%
O=C(CC(c1ccccc1)c1cc(Cl)ccc1O)N1CCCC1 (stereo unspecified),4.6%,.,-2.7%,-15.3%,-16.4%,4.2%,.,-1.7%
COc1ccc(C(=O)C(CO)Oc2ccccc2OC)cc1OC (stereo unspecified),-6.1%,0.2%,-7.6%[46.1 µM],-12.3%,7.9%,-0.8%,-9.6%,0.0%
COc1ccc(-c2nc3ccccc3n2Cc2ccccc2)cc1,-0.4%,-2.9%,?,-14.7%&-20.9%,13.2%[76.3 µM],2.7%,?,-4.8%&-4.6%
COc1cc(NC(=O)CSc2nc3c(c(=O)[nH]2)CCCC3)cc(OC)c1OC,9.1%,-15.1%,6.3%,-1.9%,-3.1%,5.6%,8.5%,-3.5%
COc1cccc(C2CC(c3ccc(C)cc3)Nc3nc(N)nn32)c1 (stereo unspecified),-5.4%,2.8%,-4.5%[46.1 µM],-1.1%,1.9%,4.0%,0.8%,1.3%
Fc1ccc(NC(=S)NNc2ncc(C(F)(F)F)cc2Cl)c(F)c1,-3.3%,-11.9%,-13.2%,-8.6%,?,2.5%,4.47µM*,-0.1%
Cc1nc(NC(=O)c2ccccc2)nc2cc3c(cc12)OCO3,2.9%,0.7%,17.1%,4.8%,-5.4%,-0.2%,4.0%,-1.1%
Cn1c(Cc2c[nH]c3ccccc23)n[nH]c1=S,-1.9%,-1.6%,-0.3%[46.1 µM],-0.2%,-4.6%,-3.6%,-1.9%,-7.5%
COc1ccc(S(=O)(=O)NC(CC(=O)NCCc2ccc(OC)c(OC)c2)c2ccco2)cc1 (stereo unspecified),5.3%,-4.2%,10.2%[46.1 µM],-1.7%,3.0%,8.1%,12.6µM*,0.9%
O=C(CSc1nnc2sc3ccccc3n12)NCc1ccco1,13.3%,-11.7%,-0.1%[46.1 µM],-0.7%,-2.7%,6.1%,-0.6%,1.4%
C=CCn1c(COc2ccccc2-c2ccccc2)nnc1SCC(=O)NC(=O)NCc1ccco1,-4.9%,?,?,-14.3%,-6.5%,-8.5%,?,-5.2%
O=C(CNc1cc(S(=O)(=O)N2CCOCC2)ccc1N1CCCC1)NCc1ccco1,9.0%,-2.7%,2.4%,-8.0%,?,-0.1%,-13.9%,1.1%
O=C(NCc1ccc2c(c1)OCO2)c1cc(-c2cc(Cl)ccc2O)n[nH]1,2.5%,7.8%,-1.2%,-21.2%,-7.2%,-6.7%,5.8%,1.3%
Cc1ccc(CN2C3=NCCN3c3ccccc32)cc1,-6.8%,4.5%,9.4%,-0.7%,19.6%,-4.3%,2.9%,-0.3%
O=C(c1ccc(Cl)cc1)N1CCCCC(Cl)C1=O (stereo unspecified),-4.3%,0.6%,1.3%,1.8%,2.0%,-0.9%,?,-6.3%
CC1SCC(=NOCc2c(Cl)cccc2Cl)CS1 (stereo unspecified),6.8%,.,12.6%,-12.2%,5.4%,-3.4%,.,-1.0%
CCOc1ccccc1NC(=O)c1ccccc1-c1nc(-c2ccccc2OC)no1,-0.3%,-10.3%,?,-25.2%,2.9%,-5.6%,6.2%,-9.7%

# Exported field by field: two of the compounds above
Molecule: Fc1ccc(NC(=S)NNc2ncc(C(F)(F)F)cc2Cl)c(F)c1
- GLA spleen mod: -3.3%
- GAA inhib: -11.9%
- NPSR antag: -13.2%
- Tau fluor counter: -8.6%
- GAA glycogen mod: ?
- aGlu spleen mod: 2.5%
- ALDH1A1 inh: 4.47µM*
- Epigenetic derep: -0.1%
Molecule: Cc1nc(NC(=O)c2ccccc2)nc2cc3c(cc12)OCO3
- GLA spleen mod: 2.9%
- GAA inhib: 0.7%
- NPSR antag: 17.1%
- Tau fluor counter: 4.8%
- GAA glycogen mod: -5.4%
- aGlu spleen mod: -0.2%
- ALDH1A1 inh: 4.0%
- Epigenetic derep: -1.1%

# Assay outcomes as filed in PubChem.
